# UPR CHOP act: activators of apoptotic arm of unfolded protein response (CHOP); CHO-CHOP luciferase reporter, UPR activation, luminescence; percent of tunicamycin response over DMSO baseline; activation, % at 10 µM; hit rate 0.34% among 330,000;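 active means at 10 µM dose, activation of 40% or more, normalized to positive control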;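 further: 100% = tunicamycin at 10 µg/mL and 0% = DMSO alone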
#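 System: CHO CHOP reporter cells. Amount: 500 cells per well. Buffer or medium: F12 medium, 10% FBS. Compound dosing: one dose, 10 µM in 0.5% DMSO. Incubation: 6 h compound exposure at 37 °C after overnight seeding. Technique: Steady-Glo luciferase luminescence. Benchmarks: tunicamycin and DMSO controls.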
# tim10-1 inh: growth inhibitors of tim10-1 mutant yeast. S. cerevisiae tim10-1 ts strain growth, BacTiter-Glo, 24 h. AID 463190. inhibition, % at 20 µM. hit rate 2.2% among 330,000;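 active means inhibition of at least 40%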;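 further: mutant grown at 25 °C; 0% = DMSO wells with yeast and 100% = wells holding no yeast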
# TIM10 inh: inhibits growth of TIM10 yeast strain | S. cerevisiae TIM10 strain growth, BacTiter-Glo luminescence, 24 h | inhibition, % at 10 µM | hit rate 1.4% among 330,000 | AID 463195;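 active means inhibition of 40% or more at the single tested concentration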;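 further: wild-type TIM10 isogenic control strain grown at permissive 25 °C; 0% = DMSO yeast wells and 100% = minimal medium wells without yeast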
# Mdm2 MdmX PPI: human Mdm2/MdmX binding inhibition. O15151+Q00987. SaOS-2 split-luciferase Mdm2/MdmX complementation, luminescence. inhibition, % at 8 µM. hit rate 3% among 330,000. AID 485346;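 active means inhibition of at least 50% at 8 µM in the primary screen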
# APJ agonist: activates the human apelin receptor APJ; activation, % at 20 µM; AID 2520; P35414; CHO-K1 APJ PathHunter beta-arrestin, luminescence; 0% DMSO wells, 100% apelin; hit rate 0.11% among 330,000;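 active means activation more than six SD over the plate average, tested at 20 µM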;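 further: 0% = DMSO alone and 100% = apelin-13 at 10 nM; some results filed as inactive read as strong as hits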
# Target sequence (P35414 whole entry, looked up): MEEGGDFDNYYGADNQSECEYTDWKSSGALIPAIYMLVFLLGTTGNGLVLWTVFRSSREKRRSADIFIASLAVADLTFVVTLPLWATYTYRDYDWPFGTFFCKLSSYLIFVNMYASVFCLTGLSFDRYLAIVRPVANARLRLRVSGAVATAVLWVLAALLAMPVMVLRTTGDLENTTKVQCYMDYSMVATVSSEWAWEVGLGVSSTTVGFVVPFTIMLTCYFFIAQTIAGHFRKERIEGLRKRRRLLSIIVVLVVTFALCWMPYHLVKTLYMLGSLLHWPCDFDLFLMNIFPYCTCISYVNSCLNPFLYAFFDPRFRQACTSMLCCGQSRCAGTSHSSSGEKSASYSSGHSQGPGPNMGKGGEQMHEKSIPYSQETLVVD
#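 Test system – PathHunter CHO-K1 APJ (AGTRL-1) beta-arrestin reporter cells · Input – 1000 cells/well · Compound – single test compound dose, 20 µM final, 1% DMSO · Times – compound stimulation 90 min at 25 °C, detection 60 min · Technique – beta-gal luminescence · Read-out basis – APJ–arrestin association signal · Control set – negative DMSO alone, positive Apelin-13 at 10 nM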
# tim23-1 inh: inhibits growth of tim23-1 mutant yeast. hit rate 1.3% among 330,000. S. cerevisiae tim23-1 growth, BacTiter-Glo luminescence, 24 h. AID 463212. inhibition, % at 20 µM;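 active means growth inhibition of the mutant yeast at or above 50%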;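 further: temperature-sensitive mutant grown at 25 °C; plate controls were DMSO-treated mutant yeast for no effect and medium wells lacking yeast for full effect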
# UPR XBP1 act: activators of adaptive arm of unfolded protein response (XBP1) | CHO-XBP1 luciferase reporter, IRE1-XBP1 UPR activation, luminescence; percent of tunicamycin response, DMSO as zero | activation, % at 20 µM | hit rate 0.33% among 330,000 | AID 463104;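 active means versus positive control, 20 µM dose yields 30% or more activation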;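 further: 100% = tunicamycin at 10 µg/mL and 0% = DMSO only wells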
#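 Test system: CHO-XBP1 luciferase reporter cells | Buffer or medium: Serum-containing F12 medium, 10% FBS | Schedule: 6 h compound exposure at 37 °C, 5% CO2 | Detection: Steady-Glo luciferase glow luminescence, 10 min after reagent addition | Read-out basis: Activation, % of tunicamycin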
# APJ antagonist: antagonists of human APJ apelin receptor; hit rate 0.32% among 330,000; CHO-K1 APJ beta-arrestin complementation, luminescence; AID 2521; inhibition, % at 20 µM; P35414;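 active means inhibition above about 40% at 20 µM, limit read from the data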;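 further: cells challenged with 10 nM apelin-13 agonist together with compound; plate controls were apelin-13 plus DMSO wells for no effect and DMSO wells lacking apelin-13 for full effect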
# CXCR6 inh: blocks human CXCR6 beta-arrestin recruitment | O00574 | CHO-K1 PathHunter CXCR6 beta-arrestin, luminescence | inhibition, % at 20 µM | hit rate 0.36% among 360,000; in the data active means inhibition above about 34%, passing the limit was not always enough;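 further: antagonist mode with CXCL16 agonist at 10 nM final; 0% = 10 nM CXCL16 with DMSO and 100% = unstimulated wells without agonist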
# Target sequence (O00574 whole entry, looked up): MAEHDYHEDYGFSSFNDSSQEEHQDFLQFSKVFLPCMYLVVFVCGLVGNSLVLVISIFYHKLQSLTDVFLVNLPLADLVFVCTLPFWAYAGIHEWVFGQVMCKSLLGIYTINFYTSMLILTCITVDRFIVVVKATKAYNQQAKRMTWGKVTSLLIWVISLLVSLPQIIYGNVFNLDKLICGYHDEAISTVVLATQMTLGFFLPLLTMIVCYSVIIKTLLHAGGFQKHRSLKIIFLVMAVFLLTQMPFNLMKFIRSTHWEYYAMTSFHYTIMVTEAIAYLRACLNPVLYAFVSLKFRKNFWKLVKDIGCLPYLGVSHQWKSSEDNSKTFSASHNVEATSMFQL
# Starred values were filed as active, the others as inactive; . = no result given.
SMILES,UPR CHOP act,tim10-1 inh,TIM10 inh,Mdm2 MdmX PPI,APJ agonist,tim23-1 inh,UPR XBP1 act,APJ antagonist,CXCR6 inh
Cc1ccc(C=Nc2ccccc2C(N)=O)s1,4.6,13,22,29,-5,3,3,-6,2
O=C(NCCCN1CCOCC1)c1ccc(Br)cc1,1.4,-1,-8,-23,-2,-15,7,6,-5
COC(=O)c1ccccc1NC(=O)N1CCN(C/C=C/c2ccccc2)CC1,1.5,36,21,3,2,14,-2,17,3
CC(=O)Oc1cccc(Nc2ncnc3ccccc23)c1,0.0,17,3,16,3,25,3,3,-4
c1ccc(COc2ccccc2CNc2nn[nH]n2)cc1,0.5,7,7,-3,-2,-2,1,9,7
CCCOC(=O)Cn1cnc2scc(-c3ccc(OC)cc3)c2c1=O,-0.4,33,2,-20,2,33,-3,9,6
O=C(CN(CC1CCCO1)C(=O)CNS(=O)(=O)c1ccc(F)cc1)NCc1ccccc1 (stereo not given),0.6,-12,9,-18,2,19,3,-13,-3
COc1ccc(C(=O)N(Cc2sccc2C)C2CCS(=O)(=O)C2)cc1 (stereo not given),1.9,21,5,35,5,15,-3,-5,6
CC(C)C(c1nnnn1Cc1ccc(F)cc1)N1CCC(C(N)=O)CC1 (stereo not given),-0.8,10,-15,-6,-1,11,-4,10,-6
COC(=O)c1cc(S(=O)(=O)NCC2CCN(Cc3ccc(Cl)cc3)CC2)cn1C,1.2,-24,-4,16,-4,-6,0,7,-5
CCOc1ccccc1N1CC(C(=O)Nc2ccc(C(=O)O)cc2)CC1=O (stereo not given),-2.3,10,-14,14,-2,0,-2,-9,-2
CCOc1ccc(CCNS(=O)(=O)c2ccc(-c3ccc(=O)[nH]n3)o2)cc1OCC,1.7,18,10,-2,6,12,-2,5,5
CCCC(=O)Oc1ccc(-c2nccc(C(OC)OC)n2)cc1,2.3,5,7,-2,-1,11,8,-2,11
Cc1ccc(C2=NNC(c3cccc(F)c3)S2)cc1 (stereo not given),-4.3,-17,2,-84,-3,-2,-11,-17,2
Cc1ccccc1-c1cc(C(=O)NCc2ccco2)nn1CC1CC(c2cccc([N+](=O)[O-])c2)=NO1 (stereo not given),-2.5,0,6,4,-4,17,-3,3,0
O=C(Cn1c(=O)c2cccn2c2ccccc21)Nc1ccc(F)cc1F,-1.7,18,5,13,3,22,-3,-25,-2
Cc1cccc(NC(=O)c2ccc(S(=O)(=O)N3CCCC3)cc2)c1C,0.4,-31,-35,16,-1,-11,-3,10,-5
CC(C)C(NS(=O)(=O)c1cccs1)C(=O)NCc1ccc2c(c1)OCO2 (stereo not given),0.7,7,-10,25,1,-6,6,-58,-5
O=C(NCc1ccccc1Cl)C(=O)NCC(c1ccco1)N1CCOCC1 (stereo not given),0.7,9,-9,-15,0,6,-3,-23,-3
O=C(COc1ccc(Cl)cc1)NNC(=O)C(=O)NC1CCCCC1,0.0,-2,9,15,0,10,-1,-3,-11
COC(=O)c1cc(=O)n(CCc2ccc(OC)cc2)c(=Nc2ccc(F)c(Cl)c2)s1,60*,9,9,71*,-5,1,10,5,8
Cc1ccc(CNC(=O)COC(=O)c2ccc(S(=O)(=O)N3CCCC3)cc2)cc1,-0.7,10,8,24,0,2,-2,-20,0
CCc1ccc(CN(Cc2cccnc2)C(=O)/C=C/c2ccc(OC)cc2)cc1,0.4,2,32,19,-2,26,-4,-17,10
O=C(O)c1ccc2c(c1)C(=O)N(c1ccc(Nc3ccccc3)cc1)C2=O,2.5,0,12,5,-4,6,-4,14,0
COc1ccc(C)cc1NC(=O)CNCc1cccs1,1.6,17,1,-2,-2,21,-1,-8,1
COC(=O)[C@@]1(Cc2ccc(F)cc2)[C@H]2c3cc(C(=O)N4CCCC4)n(CCO)c3C[C@H]2CN1C(=O)c1ccccc1,-1.3,-5,4,27,3,16,0,-4,.
Cc1ccccc1CSCC(=O)N/N=C/c1cccs1,2.3,23,29,-6,2,34,0,14,-8
CCOC(=O)C(C)Oc1cccc2c(=O)n(CC(=O)NCc3ccccc3)ccc12 (stereo not given),1.6,14,0,66*,-3,9,13,-1,0
OCCC1CN(Cc2ccc(Oc3ncccn3)cc2)CCN1CCc1ccccc1 (stereo not given),4.5,4,11,21,1,12,2,18,8
Cc1noc(/C=C/N(C)C)c1S(=O)(=O)N1CCC(C(=O)Nc2ccc(Cl)cc2)CC1,-3.1,5,13,12,-4,14,-5,-3,-2
CCOc1ccc(C(=O)N[C@H](C(=O)Nc2cccc(S(=O)(=O)N3CCOCC3)c2)C(C)C)cc1,0.9,-8,-8,19,0,3,17,18,1
CCN1C(=O)CSC1=Nc1ccccc1Cl,0.7,-6,-7,11,-5,14,-5,0,4
CC(C)N(Cc1nc(-c2ccccc2)no1)C(=O)c1ccc(Cl)cc1,0.0,24,8,32,-1,33,2,16,6
CCn1c(CNC(C)=O)nnc1SCC(=O)c1ccc(Br)cc1,1.3,15,15,2,-2,11,-4,16,0
CCOC(=O)C(C)Oc1ccc2c(-c3cccc([N+](=O)[O-])c3)cc(=O)oc2c1 (stereo not given),1.1,28,27,10,-2,18,-1,3,4
COC(=O)N/N=C(\C)c1ccc(-n2ccnc2)cc1,1.2,-2,-5,-14,-6,2,0,2,-5
CCOC(=O)c1sc(-c2cccc([N+](=O)[O-])c2)cc1N,8.5,12,9,26,-2,5,1,-14,-2
O=C(COC(=O)c1ccc(O)cc1O)NC1CC1,1.6,9,6,-25,0,0,0,7,6
O=C1NC2(CCCCC2)C(=O)N1CC(=O)N1CCc2ccccc21,1.6,-31,-9,-11,-6,0,-1,9,0
CC(=O)N1c2ccc(S(=O)(=O)NCCC(=O)NCCc3ccc(Cl)cc3)cc2CC1C (stereo not given),-0.1,3,1,24,6,-6,-3,-2,-2
COc1ccc(S(=O)(=O)N2CCCCCC2)cc1NC(=O)Cc1ccccc1,-0.5,18,11,13,-3,22,0,-5,2
COc1ccccc1CN1CC(C(=O)NCCC2=CCCCC2)CCC1=O (stereo not given),-0.7,6,7,6,-4,-8,-3,-4,5
O=C(NC1CCCCC1)C(c1cccnc1)N(C(=O)c1csnn1)c1ccccc1F (stereo not given),1.1,12,-1,16,-4,12,-4,2,-6
COc1cccc(C(=O)c2c[nH]c(C(=O)NCc3cccnc3)c2)c1,1.0,5,5,-1,0,1,-2,6,8
Cc1ccc(Cl)cc1-n1c(SCC(=O)NCCC2=CCCCC2)nc2n[nH]c(C)c2c1=N,2.4,11,7,24,-2,-11,-3,14,-2
Cc1cccc(NC(=O)C(C)n2cc([N+](=O)[O-])cn2)n1 (stereo not given),2.1,11,10,8,0,13,1,2,-13
O=C(NC1CCCCC1)C1CC=CCC1C(=O)OCC(Cl)=C(Cl)Cl (stereo not given),0.1,32,11,-18,2,35,1,18,5
COc1cc2cc(CN(CCc3ccccc3C)C(=S)NCCCN3CCOCC3)c(=O)[nH]c2cc1OC,1.5,1,-1,52*,-3,0,-2,11,-12
O=C(Nc1cccc(C(F)(F)F)c1)/C(=C/c1ccco1)NC(=O)c1cccs1,-0.1,33,22,3,-1,43,-3,12,6
CCCN1C(=O)c2cc(C(=O)O)ccc2C1O (stereo not given),-0.7,-18,-8,-5,-2,-13,-1,-3,-2
CC(=Nc1ccc2c(c1)nc(CO)n2C)C1=C(O)CC(C)(C)CC1=O,2.7,4,9,-7,-3,11,-3,-2,5
CC1(C)CC(=O)C=C(Nc2ccccc2NC(=O)c2cnccn2)C1,0.4,13,6,-11,-4,9,-2,8,6
O=C(OCc1c(-c2ccccc2)ncc2ccccc12)c1ccc(Br)cc1,1.0,4,-15,42,-3,-11,3,16,16
O=C(c1ccc(Br)o1)N1CCN(c2ccc3nnc(-c4ccc(F)cc4)n3n2)CC1,-1.6,22,19,-3,2,16,3,0,-2
CCCCc1cc(=O)oc2cc(C)cc(OCC(=O)N3C[C@H]4C[C@@H](C3)c3cccc(=O)n3C4)c12,-1.1,3,4,6,-6,16,-1,13,4
CCS(=O)(=O)N1Cc2ccccc2CC1C(=O)OCC(=O)N(C(C)C)C(C)C (stereo not given),0.0,6,14,-2,-3,24,0,8,-5
CCN(CC(=O)NCc1ccc(Cl)cc1)CC(=O)Nc1ccc(C(N)=O)cc1,1.4,5,6,0,2,2,-1,15,-5
CSc1cccc(NC(=S)N2CCC(N(C)C3CCCCC3C)CC2)c1 (stereo not given),1.1,1,-12,-2,-1,-5,-3,-23,8
Cc1ccc(S(=O)(=O)N(C)c2c(C)ccc(S(=O)(=O)N3CCN(C=O)CC3)c2C)cc1,-1.3,16,22,-1,-2,22,-4,-12,5
O=C(CN1C(=O)C(=O)N(CCC2=CCCCC2)C1=O)c1c[nH]c2ccccc12,3.4,13,40,12,-2,60*,-2,-7,0

# 3 compounds already listed, ordered by the value under UPR XBP1 act, low to high.
structure | UPR XBP1 act
Cc1ccc(Cl)cc1-n1c(SCC(=O)NCCC2=CCCCC2)nc2n[nH]c(C)c2c1=N | -3
CCCCc1cc(=O)oc2cc(C)cc(OCC(=O)N3C[C@H]4C[C@@H](C3)c3cccc(=O)n3C4)c12 | -1
O=C(OCc1c(-c2ccccc2)ncc2ccccc12)c1ccc(Br)cc1 | 3

# More compounds follow.
SMILES,UPR CHOP act,tim10-1 inh,TIM10 inh,Mdm2 MdmX PPI,APJ agonist,tim23-1 inh,UPR XBP1 act,APJ antagonist,CXCR6 inh
CCCn1nc(C(=O)OCC(=O)c2ccc3c(c2)NC(=O)CO3)c2ccccc2c1=O,-0.2,19,0,19,-7,-8,0,-2,1
C/C(=N\NC(=O)Cc1ccccc1Cl)c1cccnc1,-1.0,4,9,7,0,10,-1,-24,-6
CNC(=S)NNC(=O)Cc1ccccc1,-1.4,12,-1,4,-4,13,2,16,-3
CCC(=O)Nc1nnc(SCc2ccc(F)cc2)s1,-0.9,5,1,6,2,13,2,-13,-6
COc1cccc(N(CC(=O)NC2CC3CCC2C3)S(=O)(=O)c2ccccc2)c1 (stereo not given),0.6,8,13,9,0,23,-8,16,-6
NC(=O)c1nc(C(=O)N2CCCCC2)c2ccccc2n1,0.3,10,-1,-9,-1,19,-2,-5,0
CN(Cc1ccccc1)S(=O)(=O)c1ccc(NC(=O)c2ccccc2C(=O)O)cc1,-0.5,4,-21,9,-7,2,0,-5,4
Cc1ccc(CN2CCN(/N=C/c3ccc(C(=O)O)cc3)CC2)cc1,1.0,5,-4,7,-2,14,0,1,-2
CC(NC(=O)CNC(=O)C1O[C@@H]2OC(C)(C)O[C@@H]2[C@H]2OC(C)(C)O[C@@H]12)C(=O)O (stereo not given in full),-0.9,8,7,7,-4,-7,0,0,-9

# Only TIM10 inh, for 4 of the compounds above:
compound	TIM10 inh
CNC(=S)NNC(=O)Cc1ccccc1	-1
CCC(=O)Nc1nnc(SCc2ccc(F)cc2)s1	1
COc1cccc(N(CC(=O)NC2CC3CCC2C3)S(=O)(=O)c2ccccc2)c1 (stereo not given)	13
NC(=O)c1nc(C(=O)N2CCCCC2)c2ccccc2n1	-1

# The list is partial; rates above refer to the full screens.
